HIF-2a inh = inhibitors of HIF-2a; 786-0 RCC cells HIF-2a reporter, luciferase luminescence, overnight; hit rate 0.72% among 360,000; inhibition, % at 18.8 µM;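 active means inhibition of the luminescence signal of 40% or more relative to plate controls, in a single-dose primary screen at 18.75 µM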
NR2E3 ag-1 = agonists of human nuclear receptor NR2E3; Q9Y5X4; GST-NR2E3/biotin-RetCOR TR-FRET, 1536-well; inhibition of corepressor binding, % at 4.78 µM; hit rate 0.12% among 320,000; AID 2300;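 active means percent inhibition above the cutoff of mean plus 3 SD of all tested compounds, set per screening campaign, cut at about 20% in these data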;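 further: 0% = DMSO wells and 100% = biotin wells as full block of FRET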
Target sequence (Q9Y5X4 whole entry, looked up): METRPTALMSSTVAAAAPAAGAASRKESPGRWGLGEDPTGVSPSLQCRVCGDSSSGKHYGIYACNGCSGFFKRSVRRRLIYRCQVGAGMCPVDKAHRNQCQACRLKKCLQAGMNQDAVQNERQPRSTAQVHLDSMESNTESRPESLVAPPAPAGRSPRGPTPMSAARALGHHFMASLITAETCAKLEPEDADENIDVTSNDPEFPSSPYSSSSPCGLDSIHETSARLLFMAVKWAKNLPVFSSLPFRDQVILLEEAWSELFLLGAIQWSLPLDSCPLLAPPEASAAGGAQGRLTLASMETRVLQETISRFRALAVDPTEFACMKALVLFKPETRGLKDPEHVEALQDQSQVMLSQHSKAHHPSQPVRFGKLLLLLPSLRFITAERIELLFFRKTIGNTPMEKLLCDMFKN
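Material: NR2E3–RetCOR corepressor complex | Quantity: 1.35 nM GST-tagged NR2E3 final | Schedule: 5 h at 4 °C | Replication: Singlicate compound wells | Reagent: RetCOR corepressor, biotinylated, 7 nM | Controls: Biotin wells as high control, 0.6% DMSO wells as low control | Signal: TR-FRET, Eu(K)-anti-GST donor, streptavidin-D2 acceptor, ex 340, em 617/671 nm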
HTR2A ag = activates the mouse 5-HT2A serotonin receptor. CHO-K1 mHTR2A beta-arrestin complementation, luminescence; percent of 30 µM serotonin response. hit rate 0.66% among 360,000. activation, % at 7.6 µM. P35363. AID 624169;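 active means activation above a run cutoff, the mean activation of all tested compounds plus 3 SD, cut at about 14% in these data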;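 further: 0% = plate median of compound wells and 100% = 30 µM serotonin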
MITF TRPM1 inh = reduces MITF-dependent TRPM1 promoter luciferase signal; hit rate 0.83% among 330,000; SK-MEL-5 TRPM1 promoter luciferase, 24 h; inhibition, % at 12.5 µM; AID 488899;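 active means mean inhibition across replicates of 60% or more, whatever share of single replicates reaches that level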; further: values of inactives mirror those of a sister screen read the other way
Shn3 3UTR inh = reduces Shn3 3'UTR luciferase signal in osteoblasts; Clone20 osteoblast Shn3 3'UTR firefly luciferase, 24 h; inhibition, % at 12.5 µM; hit rate 0.52% among 360,000;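 active means mean inhibition of at least 75% with every replicate also reaching 75%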;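 further: 0% = median of neutral control wells and 100% = pilot-screen positive control compound; some compounds past the cut are filed as inactive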
iPSC survival up = hiPSC single-cell survival enhancement. ATPlite luminescence; 100% = ROCK inhibitor wells, 0% = DMSO. survival enhancement, % at 20 µM. hit rate 0.044% among 360,000; in the data active means survival enhancement above about 18%;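 further: cells exposed to compounds for 16 hours before the ATP read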
H9c2 protect = myocardial damage modulation in H9c2 cells; hit rate 0.63% among 360,000; H9c2 cardiomyocytes, H2O2 injury protection, ATPLite, 2 h; protection from H2O2 cell death, % at 20 µM;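 active means compounds giving at least 50% protection of heart cells from peroxide-induced death in the single-dose screen, raw or plate-pattern-corrected value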;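 further: 0% = DMSO wells with peroxide and 100% = DMSO wells without peroxide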
NR2E3 ag-2 = activates human NR2E3 receptor. CHO-S Gal4-NCOR/VP16-NR2E3 two-hybrid, luciferase. inhibition of corepressor binding, % at 3.98 µM. hit rate 0.35% among 360,000. AID 602229;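 active means inhibition above the mean of all tested compounds plus 3 SD, cut at about 70% in these data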;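 further: 0% = DMSO with NR2E3 transfected cells and 100% = cells lacking NR2E3 construct; higher means lower luciferase signal from less NR2E3 corepressor binding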
Peg3 promoter = Peg3 promoter activity inhibition | HeLa PEG-Prom luciferase reporter, luminescence, overnight | hit rate 1.7% among 360,000 | inhibition, % at 20 µM;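 active means inhibition of at least 50% at 20 µM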
CaV13 ICDI inh = Disruptors of the CACNA1D IQ motif to Ca2+-dependent inactivation inhibitor domain association, primary screening, Förster resonance energy transfer in intact living … | hit rate 0.098% among 340,000 | inhibition, % at 12.3 µM | HEK cells, CFP/YFP FRET ICDI-IQ, plate reader, 10 min; percent FRET-ratio fall versus neutral wells;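 active means mean replicate inhibition of at least 30% and at least 1% of replicates passing that level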;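 further: 0% = median of the neutral control wells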
PDI turbidity = PDI (human) enzyme inhibition | hit rate 0.052% among 350,000 | inhibition, % at 10 µM | PDI insulin aggregation turbidity, A650, 90 min | P07237;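 active means mean inhibition across replicates of 30% or more, whatever share of single replicates reach that level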;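 further: absorbance from insulin aggregation driven by PDI reduction with DTT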
Target sequence (P07237 whole entry, looked up): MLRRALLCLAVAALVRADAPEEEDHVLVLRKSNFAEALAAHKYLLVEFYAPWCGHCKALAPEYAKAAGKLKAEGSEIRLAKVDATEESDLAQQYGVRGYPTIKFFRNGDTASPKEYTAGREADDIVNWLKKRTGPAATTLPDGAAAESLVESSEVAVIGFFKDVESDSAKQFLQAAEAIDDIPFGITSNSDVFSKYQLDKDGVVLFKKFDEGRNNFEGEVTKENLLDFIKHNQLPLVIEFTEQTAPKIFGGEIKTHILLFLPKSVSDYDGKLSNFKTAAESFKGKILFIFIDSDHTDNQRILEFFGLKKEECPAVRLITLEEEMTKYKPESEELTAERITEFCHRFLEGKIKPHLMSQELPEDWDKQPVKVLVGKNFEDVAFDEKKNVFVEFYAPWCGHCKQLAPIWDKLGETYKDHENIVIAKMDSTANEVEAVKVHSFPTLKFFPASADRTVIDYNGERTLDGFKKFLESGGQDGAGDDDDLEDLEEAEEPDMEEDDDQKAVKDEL
Active calls of the source: *. The order is random. Share with any hit: about 3.9%.

What do the screens show for `CCn1c(CNC(=O)Cc2ccc(OC)cc2)nnc1SCCOc1ccccc1`?
HIF-2a inh: 13; NR2E3 ag-1: 5; HTR2A ag: 0; MITF TRPM1 inh: 2; Shn3 3UTR inh: 20; iPSC survival up: 0.9; H9c2 protect: 3; NR2E3 ag-2: -1; Peg3 promoter: 15; CaV13 ICDI inh: -5; PDI turbidity: 4

Results for Cc1cc(C)c(Cn2cnc3ccccc32)c(C)c1 ?
HIF-2a inh: 2; NR2E3 ag-1: 2; HTR2A ag: 1; MITF TRPM1 inh: -1; Shn3 3UTR inh: 15; iPSC survival up: 1.3; H9c2 protect: 4; NR2E3 ag-2: 6; Peg3 promoter: 9; CaV13 ICDI inh: -7; PDI turbidity: 3

Results for CCOCCCNC(=O)CN1C(=O)COc2ccc(S(=O)(=O)N3CCCC3)cc21 ?
HIF-2a inh: 5; NR2E3 ag-1: 2; HTR2A ag: -3; MITF TRPM1 inh: -8; Shn3 3UTR inh: 6; iPSC survival up: -0.5; H9c2 protect: 2; NR2E3 ag-2: -17; Peg3 promoter: -16; CaV13 ICDI inh: -7; PDI turbidity: 2

Results for Cc1cccc(NCc2n[nH]c(=S)n2-c2ccccc2)c1 ?
HIF-2a inh: 8; NR2E3 ag-1: 3; HTR2A ag: 8; MITF TRPM1 inh: -24; Shn3 3UTR inh: -24; iPSC survival up: -0.7; H9c2 protect: -4; NR2E3 ag-2: 16; Peg3 promoter: 8; CaV13 ICDI inh: -19; PDI turbidity: 2

What do the screens show for `O=C(CN1CCN(c2ccc(F)cc2)CC1)Nc1nnc(-c2ccccc2)s1`?
HIF-2a inh: -12; NR2E3 ag-1: 5; HTR2A ag: -2; MITF TRPM1 inh: 4; Shn3 3UTR inh: 8; iPSC survival up: -1.0; H9c2 protect: -4; NR2E3 ag-2: -22; Peg3 promoter: 3; CaV13 ICDI inh: -4; PDI turbidity: 11

Results for CCCCCCSc1ccc([C@H]2N[C@@](C)(C(=O)OC)[C@H]3C(=O)N(CC)C(=O)[C@@H]23)cc1 ?
HIF-2a inh: 5; NR2E3 ag-1: 2; HTR2A ag: 1; MITF TRPM1 inh: -7; Shn3 3UTR inh: -7; iPSC survival up: 1.3; H9c2 protect: -11; NR2E3 ag-2: 3; Peg3 promoter: 4; CaV13 ICDI inh: -10; PDI turbidity: 0

Results for CC1=NCCN1S(=O)(=O)c1c(C(C)C)cc(C(C)C)cc1C(C)C ?
HIF-2a inh: 11; NR2E3 ag-1: 5; HTR2A ag: 3; MITF TRPM1 inh: 8; Shn3 3UTR inh: -6; iPSC survival up: 1.0; H9c2 protect: -2; NR2E3 ag-2: -8; Peg3 promoter: 17; CaV13 ICDI inh: 3; PDI turbidity: -1

What do the screens show for `CCC(Oc1ccccc1)C(=O)Nc1nnc(C(F)(F)F)s1` (stereo not drawn)?
HIF-2a inh: 6; NR2E3 ag-1: -1; HTR2A ag: 1; MITF TRPM1 inh: -4; Shn3 3UTR inh: 13; iPSC survival up: 0.3; H9c2 protect: -14; NR2E3 ag-2: 30; Peg3 promoter: 8; PDI turbidity: -10

How did Cc1cc(C(=O)N2CCC2(C)C(=O)Nc2cccc3ccccc23)nn1C (stereo not drawn) do in these assays?
HIF-2a inh: 13; HTR2A ag: 6; Shn3 3UTR inh: 5; iPSC survival up: -0.6; H9c2 protect: 2; NR2E3 ag-2: 21; Peg3 promoter: 13; CaV13 ICDI inh: -5; PDI turbidity: 7

How did CCOC(=O)c1cccc(Nc2nc(-c3cccnc3)nc3ccccc23)c1 do in these assays?
HIF-2a inh: -8; NR2E3 ag-1: 2; HTR2A ag: 3; MITF TRPM1 inh: 20; Shn3 3UTR inh: 25; iPSC survival up: -0.6; H9c2 protect: 55*; NR2E3 ag-2: 29; Peg3 promoter: 63*; CaV13 ICDI inh: -6; PDI turbidity: -16

How did CCC(OC(=O)c1ccco1)C(=O)NCc1ccc(C)cc1 (stereo not drawn) do in these assays?
HIF-2a inh: 12; NR2E3 ag-1: 0; HTR2A ag: 1; MITF TRPM1 inh: 1; Shn3 3UTR inh: 12; iPSC survival up: 1.6; H9c2 protect: -5; NR2E3 ag-2: -24; Peg3 promoter: 4; CaV13 ICDI inh: -9; PDI turbidity: 0

What do the screens show for `CCOc1ncccc1C(=O)OCC(=O)Nc1ccc2c(c1)OCCO2`?
HIF-2a inh: -14; NR2E3 ag-1: 2; HTR2A ag: 0; MITF TRPM1 inh: -20; Shn3 3UTR inh: -21; iPSC survival up: -1.8; H9c2 protect: 0; NR2E3 ag-2: -2; Peg3 promoter: -24; CaV13 ICDI inh: -15; PDI turbidity: 1

How did CCOC(=O)c1c(NC(=O)CSc2nnc(C)c(=O)[nH]2)sc2c1CCC2 do in these assays?
HIF-2a inh: 2; NR2E3 ag-1: 0; HTR2A ag: 1; MITF TRPM1 inh: 9; Shn3 3UTR inh: 1; iPSC survival up: -0.3; H9c2 protect: 6; NR2E3 ag-2: -15; Peg3 promoter: 9; CaV13 ICDI inh: -6; PDI turbidity: 24

Results for COc1ccc(-c2cn3ccccc3n2)cc1 ?
HIF-2a inh: -117; NR2E3 ag-1: 3; HTR2A ag: -2; MITF TRPM1 inh: -3; iPSC survival up: -1.1; H9c2 protect: -32; NR2E3 ag-2: -116; Peg3 promoter: -48; CaV13 ICDI inh: -7; PDI turbidity: -8

What do the screens show for `CCCNC(=O)N1CCN(c2ncccn2)CC1`?
HIF-2a inh: 12; NR2E3 ag-1: 1; HTR2A ag: -5; MITF TRPM1 inh: -2; Shn3 3UTR inh: -11; iPSC survival up: 3.5; H9c2 protect: 1; NR2E3 ag-2: -1; Peg3 promoter: 4; PDI turbidity: 0

How did CCOC(=O)c1cnc(SCC(=O)Nc2cc(OC)ccc2OC)nc1N do in these assays?
HIF-2a inh: 31; NR2E3 ag-1: 2; HTR2A ag: 4; MITF TRPM1 inh: 11; Shn3 3UTR inh: 79; iPSC survival up: -0.7; H9c2 protect: -34; NR2E3 ag-2: 69; Peg3 promoter: 19; CaV13 ICDI inh: -2; PDI turbidity: 2

How did O=C(CN1CCC(O)(c2ccc3c(c2)OCO3)CC1)OC1CCCCC1 do in these assays?
HIF-2a inh: 9; NR2E3 ag-1: 0; HTR2A ag: -4; MITF TRPM1 inh: 2; Shn3 3UTR inh: -5; iPSC survival up: -0.7; H9c2 protect: 0; NR2E3 ag-2: 12; Peg3 promoter: 3; CaV13 ICDI inh: -12; PDI turbidity: -3

Results for C=C1C(=O)[C@]23C[C@H]1CCC2[C@]1(C)C(=O)CC[C@@](C)(C(=O)O)C1C[C@@H]3O (stereo partly drawn) ?
HIF-2a inh: 13; HTR2A ag: -3; Shn3 3UTR inh: 65; iPSC survival up: -1.4; H9c2 protect: 5; NR2E3 ag-2: 24; Peg3 promoter: 61*; CaV13 ICDI inh: -7

What do the screens show for `O=S(=O)(O)CCS`?
HIF-2a inh: -1; NR2E3 ag-1: 2; HTR2A ag: 1; MITF TRPM1 inh: 1; Shn3 3UTR inh: -17; iPSC survival up: -0.1; H9c2 protect: 0; NR2E3 ag-2: -7; Peg3 promoter: -3; CaV13 ICDI inh: -5; PDI turbidity: 1

Results for Cc1ccc(F)cc1NC(=O)c1ccc(OCC2CCCO2)cc1 (stereo not drawn) ?
HIF-2a inh: -197; HTR2A ag: 0; MITF TRPM1 inh: -42; Shn3 3UTR inh: -35; iPSC survival up: -0.2; H9c2 protect: -4; NR2E3 ag-2: -31; Peg3 promoter: -97; CaV13 ICDI inh: -6; PDI turbidity: 12

How did COc1cccc(N2CC34C=CC(O3)C(C(=O)O)C4C2=O)c1 (stereo not drawn) do in these assays?
HIF-2a inh: -9; NR2E3 ag-1: 1; HTR2A ag: 3; MITF TRPM1 inh: -9; Shn3 3UTR inh: 35; iPSC survival up: -0.4; H9c2 protect: 2; NR2E3 ag-2: -32; Peg3 promoter: -11; CaV13 ICDI inh: -4; PDI turbidity: 12

What do the screens show for `COc1ccc(N(CC(=O)NC2CCCC2)C(=O)Cn2nnc(-c3ccc(OC)c(OC)c3)n2)c(OC)c1`?
HIF-2a inh: 16; NR2E3 ag-1: 3; HTR2A ag: -1; Shn3 3UTR inh: -5; iPSC survival up: -0.2; H9c2 protect: -15; NR2E3 ag-2: -11; Peg3 promoter: 19; CaV13 ICDI inh: -3; PDI turbidity: 6

How did COc1ccc(NC(C)C(=O)Nc2cc(C(F)(F)F)ccc2N2CCOCC2)c(OC)c1 (stereo not drawn) do in these assays?
HIF-2a inh: 26; NR2E3 ag-1: -1; HTR2A ag: -4; MITF TRPM1 inh: 7; Shn3 3UTR inh: -9; iPSC survival up: -2.0; H9c2 protect: 1; NR2E3 ag-2: -8; Peg3 promoter: 30; CaV13 ICDI inh: -4; PDI turbidity: -6

Results for O=C(c1cccs1)N1C[C@@H](O)[C@H](n2cc(-c3ccc(F)cc3)nn2)C[C@@H]1c1ccc(Cl)cc1 ?
HIF-2a inh: 5; HTR2A ag: -4; Shn3 3UTR inh: 18; iPSC survival up: 1.5; H9c2 protect: -7; NR2E3 ag-2: -13; Peg3 promoter: 28; CaV13 ICDI inh: -3; PDI turbidity: 8

Results for C/C(=N\NC(=O)C(=O)Nc1ccc(C)c(Cl)c1)c1ccncc1 ?
HIF-2a inh: -1; NR2E3 ag-1: 3; HTR2A ag: 3; MITF TRPM1 inh: -12; Shn3 3UTR inh: 81; iPSC survival up: -0.4; H9c2 protect: -17; NR2E3 ag-2: -25; Peg3 promoter: -14; CaV13 ICDI inh: -3; PDI turbidity: -5

What do the screens show for `COc1ccc([C@H]2CC(=O)C=C(c3ccc4c(c3)OCO4)C2)cc1`?
HIF-2a inh: -170; NR2E3 ag-1: 2; HTR2A ag: 3; MITF TRPM1 inh: -6; Shn3 3UTR inh: 4; iPSC survival up: -1.5; H9c2 protect: 3; NR2E3 ag-2: 1; Peg3 promoter: -70; CaV13 ICDI inh: -4; PDI turbidity: 4

What do the screens show for `Cc1sc2ncnc(N3CCC(C(=O)Nc4ccc(Cl)cc4Cl)CC3)c2c1C`?
HIF-2a inh: 3; NR2E3 ag-1: 0; HTR2A ag: -1; MITF TRPM1 inh: -4; Shn3 3UTR inh: 6; iPSC survival up: 0.7; H9c2 protect: -23; NR2E3 ag-2: 8; Peg3 promoter: -2; CaV13 ICDI inh: -6; PDI turbidity: -6

How did COc1ccc(NC(=S)NC2CCCC2)c(OC)c1 do in these assays?
HIF-2a inh: -9; NR2E3 ag-1: -2; HTR2A ag: 4; MITF TRPM1 inh: 3; Shn3 3UTR inh: -13; iPSC survival up: -0.3; H9c2 protect: 0; NR2E3 ag-2: 4; Peg3 promoter: -2; CaV13 ICDI inh: 9; PDI turbidity: 4
